Source: PubChem (NCI)
All columns: NCI-60 one-dose screen, growth in % after 48 h at 10 µM unless noted; 100 = growth as untreated, 0 = no growth, -100 = all killed.
MCF7: MCF7 breast cancer | 82,000 tested, 6.3% active | AID 1794796
UACC-62: UACC-62 melanoma; 81,000 tested, 5.4% active
The depositor's hits bear a star; & = joins results of further samples; [ ] = dose if it differs, or a comment. Rule for the calls: active = growth percent below 10; inactive = the rest.

SMILES | MCF7 | UACC-62
CCN1C(=O)C(CCC(=O)O)N=C(c2ccc(O)cc2)c2cc(Cl)ccc21 (centres undefined) | 90[30 µM] | 70[30 µM]
CCCCN1C(=O)C(CC(=O)O)N=C(c2cccc(O)c2)c2ccc(Cl)cc21 (centres undefined) | 82[30 µM] | 94[30 µM]
COC1=CC23CCCN2CCc2cc4c(cc2C3C1O)OCO4 (centres undefined) | 38&65[100 µM] | 39&78[100 µM]
CC(C)C1N=C(c2cccc(O)c2)c2ccc(Cl)cc2N(CC2CC2)C1=O (centres undefined) | 88[30 µM] | 95[30 µM]
N#CCN1C(=O)C(CCC(N)=O)N=C(c2cccc(O)c2)c2ccccc21 (centres undefined) | 88[30 µM] | 90[30 µM]
CCN1C(=O)C(CCC(=O)O)N=C(c2cccc(O)c2)c2ccccc21 (centres undefined) | 95[30 µM] | 98[30 µM]
O=C(O)CC1N=C(c2cccc(O)c2)c2ccccc2N(CC2CC2)C1=O (centres undefined) | 94[30 µM] | 98[30 µM]
NC(=O)CN1C(=O)CN=C(c2ccc(O)cc2)c2cc(Cl)ccc21 | 62[30 µM] | 94[30 µM]
CCCCCN1C(=O)C(C(C)C)N=C(c2cccc(O)c2)c2ccccc21 (centres undefined) | 93[30 µM] | 94[30 µM]
NC(=S)N/N=C(/C(=O)Nc1nc2ccc([N+](=O)[O-])cc2s1)C1C(=O)NC(=S)NC1=O | 36&67[100 µM] | 28&65[100 µM]
CC12CC3OC(=O)C1COC14OC5(C2C1=O)C(O)(CCC1C4CC2OC24CC=CC(=O)C14C)C(=O)OC35C (centres undefined) | -85*[100 µM] | -94*[100 µM]

Profiles, looked up by structure. Order of values: MCF7 | UACC-62
N#CCN1C(=O)C(CCC(N)=O)N=C(c2cccc(O)c2)c2ccccc21 (centres undefined) is entered as 88[30 µM] | 90[30 µM]
NC(=O)CN1C(=O)CN=C(c2ccc(O)cc2)c2cc(Cl)ccc21 is entered as 62[30 µM] | 94[30 µM]
CC(C)C1N=C(c2cccc(O)c2)c2ccc(Cl)cc2N(CC2CC2)C1=O (centres undefined) is entered as 88[30 µM] | 95[30 µM]
CCN1C(=O)C(CCC(=O)O)N=C(c2cccc(O)c2)c2ccccc21 (centres undefined) is entered as 95[30 µM] | 98[30 µM]
COC1=CC23CCCN2CCc2cc4c(cc2C3C1O)OCO4 (centres undefined) is entered as 38&65[100 µM] | 39&78[100 µM]

This is a subset; rates above refer to the full screens.
